RXFP1 agonist: RXFP1 (human) receptor agonism; HEK293T-RXFP1 cAMP TR-FRET, 30 min; response scale: percent of porcine relaxin response, buffer zero; Potency, µM (titrated, usually from 57.5 µM), for the others: top-dose activation, most hits filed as activators; actives 0.3% (n = 370,000); AID 2676; also: % is scaled to controls: 0 for no effect and ±100 for the full control effect; nearly all actives have a fitted effect of over 60% in size; many of its hits are not listed in these tables
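HEK293 cells stably expressing RXFP1, treated 30 min at 37C with compounds plus PDE4 inhibitor Ro 20174; cAMP measured by HTRF TR-FRET. Normalized to buffer and 29 nM porcine relaxin; EC50 by Hill fit.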
mIDH1 inhibitor: blocks human mutant IDH1 R132H enzyme | O75874 | Potency, µM (doses to about 76.6 µM), for the others: at the highest dose activity change, negative = inhibition, most hits filed as inhibitors | IDH1-R132H enzyme, NADPH consumption, diaphorase/resazurin fluorescence | AID 602179 | actives 0.093% (n = 390,000); also: % is scaled to controls: 0 for no effect and ±100 for the full control effect; nearly all actives have a fitted effect of over 65% in size
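IDH1-R132H (0.5 ug/mL) preincubated 30 min with compound, then NADPH (0.016 mM) and alpha-KG (2 mM) added; 80 min at RT, pH 7.5. Remaining NADPH coupled via diaphorase/resazurin to fluorescence (540/590 nm); concentration-response curves normalized to no-enzyme control.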
TrxR1 inh: rat TrxR1 inhibition; Potency, µM (doses to about 114 µM), for the others: at the highest dose activity change, negative = inhibition, most hits filed as inhibitors; O89049; recombinant rTrxR1, NADPH fluorescence consumption, selenite substrate; actives 1% (n = 390,000); also: % is scaled to controls: 0 for no effect and ±100 for the full control effect; nearly all actives have a fitted effect of over 65% in size
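Rat TrxR1 (90 nM in the dispensed reagent) was pre-reduced with 400 uM NADPH for 5 min at room temperature, then incubated with compound for 15 min. After 400 uM selenite was added, NADPH fluorescence (Ex 340/Em 450 nm) was followed for 8 min.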
Vif-APOBEC3G blk: Vif-A3G binding inhibition. Q9HC16. HeLa A3G-eYFP + Vif (tagged APOBEC3G with the HIV-1 protein that degrades it), YFP fluorescence, overnight. Potency, µM (top dose mostly 46.1 µM), without a hit: top-dose activity, negative = active, usual class: inhibitors. actives 0.076% (n = 410,000);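 also: % is scaled to controls: 0 for no effect and ±100 for the full control effect; nearly all actives have a fitted effect of over 60% in size; hits raise eYFP signal because A3G escapes Vif-driven loss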
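HeLa cells stably expressing Vif and C-terminally eYFP-tagged A3G, seeded overnight at 37 deg C, then exposed to compound by pintool overnight at 37 deg C. Rise in yellow fluorescence (Ex 488/Em 500-530, Acumen) marks blocked Vif-driven A3G degradation.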
USP1-UAF1 inh: inhibitors of human USP1/UAF1 deubiquitinase; O94782; recombinant USP1/UAF1, Ub-Rhodamine cleavage fluorescence; Potency, µM (top dose mostly 57.1 µM), without a hit: at the top dose activity change, negative = inhibition, hits mostly inhibitors; actives 0.23% (n = 390,000); AID 743255; also: % is scaled to controls: 0 for no effect and ±100 for the full control effect; nearly all actives have a fitted effect of over 60% in size; inactives centre near -12
Target sequence (O94782 whole entry, looked up): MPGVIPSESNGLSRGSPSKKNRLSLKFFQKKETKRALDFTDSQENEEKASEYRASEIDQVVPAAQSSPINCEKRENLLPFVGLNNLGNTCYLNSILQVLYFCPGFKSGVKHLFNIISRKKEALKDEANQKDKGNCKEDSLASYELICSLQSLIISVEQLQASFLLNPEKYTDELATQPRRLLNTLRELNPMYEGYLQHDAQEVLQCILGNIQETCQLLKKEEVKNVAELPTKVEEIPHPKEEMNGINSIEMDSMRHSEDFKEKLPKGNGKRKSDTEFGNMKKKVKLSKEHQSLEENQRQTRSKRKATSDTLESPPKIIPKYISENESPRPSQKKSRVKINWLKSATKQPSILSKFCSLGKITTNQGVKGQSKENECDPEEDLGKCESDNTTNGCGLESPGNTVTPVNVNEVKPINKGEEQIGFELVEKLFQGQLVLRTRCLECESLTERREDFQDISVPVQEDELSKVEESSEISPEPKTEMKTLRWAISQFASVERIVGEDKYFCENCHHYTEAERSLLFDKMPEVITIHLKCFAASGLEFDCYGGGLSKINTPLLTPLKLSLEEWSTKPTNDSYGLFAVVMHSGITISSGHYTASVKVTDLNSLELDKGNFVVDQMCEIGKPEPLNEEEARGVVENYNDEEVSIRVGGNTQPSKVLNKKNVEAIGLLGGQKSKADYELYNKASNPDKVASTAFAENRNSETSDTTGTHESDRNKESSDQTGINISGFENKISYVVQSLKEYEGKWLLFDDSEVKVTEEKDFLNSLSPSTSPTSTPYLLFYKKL
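Step one: compound is pinned into 1nM USP1/UAF1 in HEPES pH 7.8 buffer with TCEP. Step two: 15 min room-temperature incubation. Step three: Ub-Rho (150nM final) starts cleavage, tracked by fluorescence over six one-minute reads.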
Vif-APOBEC3F blk: Vif-A3F binding inhibition | actives 0.2% (n = 390,000) | Potency, µM (top dose mostly 46.1 µM), for inactives: at the top dose activity, negative = active | HeLa A3F-eYFP + Vif (tagged APOBEC3F with the HIV-1 protein that degrades it), YFP fluorescence increase; also: % of control where 0% means no effect; nearly all actives have a fitted effect of over 65% in size
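HeLa cells stably expressing A3F-eYFP plus Vif, plated and incubated overnight at 37 deg C, then exposed to compounds overnight at 37 deg C. Blocked degradation read as raised yellow fluorescence (Ex 488/Em 500-530).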
TrxR1 substrate: rat thioredoxin reductase 1 substrate activity; purified TrxR1 substrate turnover, NADPH consumption readout; Potency, µM (highest dose often 114 µM), for inactives: at the highest dose activity change, negative = substrate turnover; actives 0.01% (n = 390,000); also: % is scaled to controls: 0 for no effect and ±100 for the full control effect; nearly all actives have a fitted effect of over 50% in size
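Rat TrxR1, dispensed at 90 nM, was prereduced with 400 uM NADPH (final) for 5 min at ~22 deg C, then incubated with compound 15 min before 400 uM selenite. A first-read NADPH fluorescence drop versus no-compound background flagged substrates.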
RGS4 inh: inhibitors of human regulator of G protein signaling 4. Potency, µM (highest dose often 114 µM), without a hit: at the highest dose activity change, negative = inhibition, hits mostly inhibitors. Transcreener GDP fluorescence polarization, RGS4-accelerated GTP hydrolysis. actives 0.039% (n = 390,000). P49798; also: % is scaled to controls: 0 for no effect and ±100 for the full control effect; nearly all actives have a fitted effect of over 75% in size; some results filed as inactive show a strong effect at the top dose
Target sequence (P49798 whole entry, looked up): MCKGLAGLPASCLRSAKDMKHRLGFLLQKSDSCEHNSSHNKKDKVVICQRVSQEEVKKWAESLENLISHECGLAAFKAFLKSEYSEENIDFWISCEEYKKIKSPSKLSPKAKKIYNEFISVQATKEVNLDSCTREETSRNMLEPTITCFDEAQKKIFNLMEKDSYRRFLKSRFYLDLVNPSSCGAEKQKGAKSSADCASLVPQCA
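MLSMR compounds (23 nl, pin-transferred) preincubated 10 min at room temperature with a 500nM (2x) first reagent, then RGS4 at 900nM (2x) plus Transcreener GDP mix added; fluorescence polarization (620/688 nm) read before and after 90 min at 30 °C.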
12-LOX inh: inhibitors of human 12S-lipoxygenase ALOX12. P18054. purified 12hLO, xylenol orange hydroperoxide absorbance. Potency, µM (highest dose often 108 µM), without a hit: at the highest dose activity change, negative = inhibition, hits mostly inhibitors. actives 1.1% (n = 580,000). AID 1671190; also: % is scaled to controls: 0 for no effect and ±100 for the full control effect
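Purified human 12hLO (150 nM final) in 25 mM Hepes, 0.01% Triton X-100, pH 7.0 was preincubated 15 min at room temperature with compound. Then 40 uM arachidonic acid was added, 30 min. Hydroperoxide was read by Fe-XO absorbance ratio 573/405 nm.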
* hit, by the source's call; ? = inconclusive; nt = not tested or not shown; [ ] = remark or other dose. Calls follow the shape of the dose curve; as a rule, active = well fitted curve in the direction sought with a large enough effect; inconclusive = small, poorly fitted or top-dose-only effect, or another doubt; inactive = no such curve, though single readings can be large; an effect the other way counts as inactive or inconclusive. Potency is read from the fitted curve at half-maximal effect. Some of the compounds tested (hit frequency here may not be typical).

SMILES	RXFP1 agonist	mIDH1 inhibitor	TrxR1 inh	Vif-APOBEC3G blk	USP1-UAF1 inh	Vif-APOBEC3F blk	TrxR1 substrate	RGS4 inh	12-LOX inh
COc1ccc(-c2nc(CS(=O)CC(=O)NCc3ccc4c(c3)OCO4)c(C)o2)cc1OC (stereo not given)	-0.3%	20%	?	1%	-10%	-10%	6%	-11%[56.9 µM]	-18%
Cc1ccc(Cn2c(-c3nonc3N)nc3ccccc32)cc1	1.7%	-1%	7%[57.1 µM]	4%	6%	-5%	-3%	32%	5%
Cc1ccc(C(=O)Nc2cc(Cl)ccc2N2CCCCC2)s1	0.9%	9%	4%[57.1 µM]	-10%	-4%	-1%	7%[57.1 µM]	?	7%
O=C(O)CCN1C(=O)c2ccccc2Sc2ncccc21	3.4%	10%	9%[57.1 µM]	-8%	-5%	-1%	7%	-14%	0%
CC(=O)Nc1ccc(S(=O)(=O)N2CCCN(c3nc(C)cc(C)c3C#N)CC2)cc1	0.9%	7%	12%	0%	-22%	2%	27%	-12%	-7%
C[C@H](CO)N1C[C@H](C)[C@H](CN(C)S(=O)(=O)c2cccc(F)c2)Oc2ncc(-c3cccc(C(=O)N(C)C)c3)cc2C1=O	nt	-8%	nt	1%	-3%	0%	nt	nt	7%
COc1ccc(/C(N)=N/OC(=O)CSc2ccc(C)cc2)cc1	1.5%	2%	-2%	1%	-16%	-5%	-4%	28%	-25%
CCOC(=O)C(=O)c1c(-c2ccc(C)cc2)nc2ccccn12	-0.7%	9%	?	-1%	-22%	10%	-4%	-16%	-16%
CNC(=S)N1N=C(c2ccc(OC)cc2)CC1c1ccccc1Cl (stereo not given)	-2.2%	-3%	-3%[57.1 µM]	-4%	5%	4%	1%[57.1 µM]	16%	11%
Cc1ccc(N(CC(=O)NCc2ccc(Cl)cc2)S(C)(=O)=O)cc1	1.1%	3%	5%	2%	-21%	0%	0%	-8%	24%
CC[C@@]12C(=O)N(c3cccc(Cl)c3)C(=O)N1[C@H](c1ccc(Br)cc1)[C@@H]1C(=O)N(C(C)(C)C)C(=O)[C@@H]12	-1.7%	-9%	17%[57.1 µM]	0%	-22%	11%	-7%	18%	?
CCN(CC(=O)Nc1ccc(NC(C)=O)cc1)C(=O)c1ccccc1SCc1c(C)noc1C	0.1%	3%	19%	0%	-17%	1%	6%	-1%	-22%
O=C(COc1ccccc1[N+](=O)[O-])NCCCN1CCCC1=O	0.1%	-2%	2%	-2%	-13%	9%	-2%	7%	8%
O=C(COC(=O)Cc1ccc(Cl)cc1)Nc1cc(S(=O)(=O)N2CCOCC2)ccc1N1CCCC1	1.3%	0%	-7%	-5%	-3%	2%	-6%	0%	-21%
Cc1nnc(SCC(=O)NC2CCCC(C)C2C)n1N (stereo not given)	nt	5%	13%[57.1 µM]	-1%	-5%	5%	5%[57.1 µM]	5%	-16%

Sorted by heavy-atom count (falling): part of the list above
SMILES	RXFP1 agonist	mIDH1 inhibitor	TrxR1 inh	Vif-APOBEC3G blk	USP1-UAF1 inh	Vif-APOBEC3F blk	TrxR1 substrate	RGS4 inh	12-LOX inh
O=C(COC(=O)Cc1ccc(Cl)cc1)Nc1cc(S(=O)(=O)N2CCOCC2)ccc1N1CCCC1	1.3%	0%	-7%	-5%	-3%	2%	-6%	0%	-21%
Cc1ccc(N(CC(=O)NCc2ccc(Cl)cc2)S(C)(=O)=O)cc1	1.1%	3%	5%	2%	-21%	0%	0%	-8%	24%
O=C(O)CCN1C(=O)c2ccccc2Sc2ncccc21	3.4%	10%	9%[57.1 µM]	-8%	-5%	-1%	7%	-14%	0%

(more compounds)
SMILES	RXFP1 agonist	mIDH1 inhibitor	TrxR1 inh	Vif-APOBEC3G blk	USP1-UAF1 inh	Vif-APOBEC3F blk	TrxR1 substrate	RGS4 inh	12-LOX inh
CCOC(=O)c1sc(N)c(C(=O)Nc2ccccc2OC)c1C	3.3%	3%	1%[57.1 µM]	?	?	?	-17%[57.1 µM]	-88%	?
Cc1ccc(C(=O)N2CCN(C(=O)CN3CCCC3)C2)cc1	-0.2%	1%	-1%	0%	-29%	-1%	1%	-21%	-1%
CN(CC(=O)Nc1ccc(F)cc1[N+](=O)[O-])Cc1ccccc1	-1.5%	4%	26%[57.1 µM]	-2%	-2%	-1%	5%[57.1 µM]	4%	2%
O=C(c1cc2ccccc2oc1=O)N1CCSC1c1ccco1 (stereo not given)	1.4%	6%	-21%	1%	-5%	9%	-10%	7%	0%
CCN(CC(=O)Nc1ccc(OC)cc1)C(=O)c1ccc([N+](=O)[O-])cc1	-1.8%	-3%	16%[57.1 µM]	0%	0%	-3%	-4%	?	-14%
O=C(Nc1cccc(O)c1)c1cc2nc(-c3ccccc3)cc(-c3ccccc3)n2n1	-2.2%	-1%	25%	-3%	-3%	1%	38%[activator]	-40%	-15%
CCCCCOC(=O)C1=C(C)NC(=O)NC1c1ccccc1 (stereo not given)	1.7%	0%	-2%	-7%	-13%	1%	3%	-7%	1%
COCC(=O)N1CCC(Oc2cccc(C(=O)NCc3ccccn3)c2)CC1	-1.3%	0%	10%	3%	-25%	-2%	1%	28%	5%
COc1ccc(OC)c(S(=O)(=O)N2CCC(C(=O)NCc3ccc4c(c3)OCO4)CC2)c1	2.2%	3%	-4%	2%	-15%	1%	-2%	-6%	-8%
N#CC1=C(N)Oc2cc(O)c(Cl)cc2C1c1ccccc1F (stereo not given)	3.1%	-25%	-2%[57.1 µM]	-11%	?	?	9%[57.1 µM]	-8%	?
CSCC[C@H](NC(=O)COc1ccc(Cl)cc1)c1nc2ccccc2[nH]1	-0.2%	2%	17%[57.1 µM]	-12%	-6%	7%	-9%[57.1 µM]	1%	-17%
C[N+](C)(C)CC(=O)N1CCN(c2ccc3ccccc3n2)CC1	-2.7%	-3%	25%	1%	-13%	7%	63%[activator]	22%	2%
CNC(=O)C[C@H]1C(=O)N(CCc2ccccc2)C[C@@H]1Cc1ccccc1	nt	-5%	nt	1%	-17%	5%	nt	nt	32%[activator]
COc1ccc2oc(C(=O)OCC(=O)N(C)Cc3ccccc3)c(C)c2c1	0.0%	0%	18%	-1%	-7%	1%	67%[activator]	-6%	11%
O=C(NCCc1c[nH]c2ccccc12)C1CCC(=O)N(CCc2cccc(F)c2)C1 (stereo not given)	2.8%	0%	9%	-1%	-22%	11%	8%	-25%	-11%
O=C(NCCc1cccs1)C12CN(Cc3ccccc3)CC1C(c1cccc([N+](=O)[O-])c1)=NO2 (stereo not given)	-0.6%	-7%	1%	4%	-12%	1%	-6%	-19%	7%
Cc1nnsc1C(=O)NC1CCCc2c1cnn2-c1ccc(C(C)(C)C)cc1 (stereo not given)	-1.1%	-4%	28%	5%	-25%	7%	5%	-1%	0%
O=C(CN1CCN(Cc2ccccc2)CC1)NCC1COc2ccccc2O1 (stereo not given)	-2.3%	2%	0%	-6%	-19%	-5%	-1%	11%	1%
COc1ccc(S(=O)(=O)N2CCOC2CNC(=O)C(=O)NCCc2c[nH]c3ccccc23)cc1C (stereo not given)	-0.5%	17%	25%[57.1 µM]	-7%	-21%	-23%	5%[57.1 µM]	-11%	3%
Cc1ccc(S(=O)(=O)N(C)c2ccc(OC(=O)c3ccc(N4CCCC4=O)cc3)cc2)cc1	0.1%	10%	-7%	-6%	-6%	-2%	-6%	-15%	5%
COc1ccc(-n2nc(C(=O)Nc3ccc(C)cn3)c3c4ccccc4n(C)c3c2=O)cc1Cl	3.1%	-14%	23%	-1%	13%	4%	1%	28%	-19%
O=S(=O)(Nc1ccc(-c2csc(-c3ccccc3)n2)cc1)c1ccccc1	2.2%	7%	15%	-5%	-22%	11%	4%	1%	-9%
CC1(C)CC(=O)C2=C(C1)N=C1SCCC(=O)N1C2c1ccc(C(F)(F)F)cc1 (stereo not given)	-0.4%	4%	-6%	-5%	-19%	-9%	-3%	8%	15%
CC(C)(C)CC(=O)Nc1cc2c3c(c1)CCN3C(=O)CC2	0.9%	0%	14%	-5%	-17%	-9%	0%	1%	-13%
COc1cc(C2C(C#N)=C(N)N(N(C)C)C3=C2C(=O)CCC3)ccc1O (stereo not given)	-2.3%	2%	-15%	-1%	-18%	-16%	-8%	13%	1%
COc1ccc(CN2CCNC(=O)C2CC(=O)NCC2CCOCC2)c(C)c1C (stereo not given)	4.0%	9%	?	-1%	-14%	3%	3%	-2%	?
CCCC(=O)c1cc(F)c(N2CCN(S(=O)(=O)c3ccccc3)CC2)cc1C	2.3%	-2%	11%	1%	0%	0%	-2%[57.1 µM]	-10%	9%
CCCOc1ccc(NC(=O)CC2C(=O)N(c3cccc(OC)c3)C(=O)N2CCc2ccncc2)cc1 (stereo not given)	2.1%	-9%	21%	-5%	?	5%	-3%	5%	-4%
CCOc1ccc(C(=O)NCC(=O)OCC(=O)N2CCCCC2)cc1	1.7%	4%	12%[57.1 µM]	2%	-12%	0%	8%[57.1 µM]	-6%	0%[57.4 µM]
Cc1cc(NC(=S)N(CCN2CCCCC2)Cc2ccco2)ccc1Cl	0.8%	-2%	15%[57.1 µM]	-2%	-20%	-20%	3%[57.1 µM]	-23%	-12%
Cc1ccc(CSc2nnc([C@@H]3CCCN3)o2)cc1	-3.1%	2%	-11%	0%	-12%	0%	-8%	0%	1%

Compound activity as filed in PubChem.
